USP1 inh: USP1/UAF1 (human) deubiquitinase inhibition. O94782. recombinant USP1/UAF1, Ub-Rhodamine cleavage fluorescence. Potency, µM (doses to about 57.1 µM), for the others: at the top dose activity change, negative = inhibition, most hits filed as inhibitors. actives 0.23% (n = 390,000); further: potency means the concentration at half of the fitted maximal effect; on the % scale 0 is the no-effect control and ±100 the full control effect; nearly all actives have a fitted effect of over 60% in size; inactives centre near -12
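1 nM enzyme complex + cpd, 15 min RT; start with Ub-Rho 150nM final; kinetic fluorescence ex 480/em 540, 6 reads q60 s. Buffer 50mM HEPES pH 7.8, 0.5mM EDTA, 0.1 mg/ml BSA, 1mM TCEP, 0.01% Tween-20.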
TrxR1 substrate: substrates of rat thioredoxin reductase 1; O89049; purified TrxR1 substrate turnover, NADPH consumption readout; Potency, µM (series often up to 114 µM), without a hit: top-dose activity change, negative = substrate turnover; actives 0.01% (n = 390,000); AID 588456; further: potency means the concentration at half of the fitted maximal effect; on the % scale 0 is the no-effect control and ±100 the full control effect; nearly all actives have a fitted effect of over 50% in size
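Rat TrxR1, dispensed at 90 nM, was prereduced with 400 uM NADPH (final) for 5 min at ~22 deg C, then incubated with compound 15 min before 400 uM selenite. A first-read NADPH fluorescence drop versus no-compound background flagged substrates.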
GRP78 ERSR act: inducers of ER stress response in human glioma cells; actives 0.02% (n = 420,000); U87-MG GRP78 promoter luciferase reporter, 16 h; Potency, µM, for inactives: at the highest dose activation, hits mostly activators; further: potency means the concentration at half of the fitted maximal effect; series mostly up to about 76 µM; % of control where 0% means no effect; nearly all actives have a fitted effect of over 35% in size
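Stably transfected U87-MG glioma cells carrying a GRP78-based luciferase sensor; 16 h compound incubation. Luminescence end-point read 10 min after Bright-Glo addition at room temperature.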
PI4K2A inh: PI4K2A (human) kinase inhibition; Q9BTU6; purified PI4K2A, ADP-Glo luminescence, 1 h; active compounds read low; activity change, negative = inhibition, % at 76.9 µM; actives 0.13% (n = 420,000); AID 1346378; in the data active means activity change below about -50%; inconclusive means mostly about -30% to -49%;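 further: -100% = wells without enzyme as full effect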
Target sequence (Q9BTU6 whole entry, looked up): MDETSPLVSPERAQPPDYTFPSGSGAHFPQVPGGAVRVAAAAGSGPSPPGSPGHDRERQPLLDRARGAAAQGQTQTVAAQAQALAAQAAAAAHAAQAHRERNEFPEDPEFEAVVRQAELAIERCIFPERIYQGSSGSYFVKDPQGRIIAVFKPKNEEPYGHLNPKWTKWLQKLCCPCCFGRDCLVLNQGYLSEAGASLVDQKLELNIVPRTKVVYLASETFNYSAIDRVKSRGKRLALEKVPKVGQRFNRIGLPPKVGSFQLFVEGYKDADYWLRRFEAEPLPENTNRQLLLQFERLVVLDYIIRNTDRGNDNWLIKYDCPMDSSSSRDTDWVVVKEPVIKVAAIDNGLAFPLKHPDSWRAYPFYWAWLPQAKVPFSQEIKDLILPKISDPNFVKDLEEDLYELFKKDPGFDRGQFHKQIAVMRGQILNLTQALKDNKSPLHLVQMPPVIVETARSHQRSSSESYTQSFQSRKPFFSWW
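In this quantitative HTS, ADP production by PI4K2A was quantified luminescently after 1 h at ambient temperature; 100 microM adenosine served as plate-quality control.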
Vif-APOBEC3F blk: blocks the Vif interaction with APOBEC3F; actives 0.2% (n = 390,000); HeLa A3F-eYFP + Vif (tagged APOBEC3F with the HIV-1 protein that degrades it), YFP fluorescence increase; AID 602313; Potency, µM (titrated, usually from 46.1 µM), inactives show at the highest dose activity, negative = active; further: potency means the concentration at half of the fitted maximal effect; % of control where 0% means no effect; nearly all actives have a fitted effect of over 65% in size
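HeLa cells stably expressing A3F-eYFP plus Vif, plated and incubated overnight at 37 deg C, then exposed to compounds overnight at 37 deg C. Blocked degradation read as raised yellow fluorescence (Ex 488/Em 500-530).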
Vif-APOBEC3G blk: Vif-A3G binding inhibition; HeLa A3G-eYFP + Vif (tagged APOBEC3G with the HIV-1 protein that degrades it), YFP fluorescence, overnight; Q9HC16; Potency, µM (top dose mostly 46.1 µM), for inactives: at the top dose activity, negative = active, most hits filed as inhibitors; actives 0.076% (n = 410,000);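 further: potency means the concentration at half of the fitted maximal effect; on the % scale 0 is the no-effect control and ±100 the full control effect; nearly all actives have a fitted effect of over 60% in size; hits raise eYFP signal because A3G escapes Vif-driven loss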
Target sequence (Q9HC16 whole entry, looked up): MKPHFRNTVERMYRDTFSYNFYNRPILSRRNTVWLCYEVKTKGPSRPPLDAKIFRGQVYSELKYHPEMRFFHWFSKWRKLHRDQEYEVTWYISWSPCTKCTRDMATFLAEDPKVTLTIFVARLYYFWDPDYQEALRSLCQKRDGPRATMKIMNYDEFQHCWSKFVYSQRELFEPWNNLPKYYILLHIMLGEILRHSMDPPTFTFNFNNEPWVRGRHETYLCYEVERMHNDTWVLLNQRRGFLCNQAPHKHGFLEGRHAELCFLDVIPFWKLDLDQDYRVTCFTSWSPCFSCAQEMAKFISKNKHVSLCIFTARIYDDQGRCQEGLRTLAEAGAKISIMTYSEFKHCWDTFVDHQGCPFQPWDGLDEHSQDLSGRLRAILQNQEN
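HeLa cells stably expressing Vif and C-terminally eYFP-tagged A3G, seeded overnight at 37 deg C, then exposed to compound by pintool overnight at 37 deg C. Rise in yellow fluorescence (Ex 488/Em 500-530, Acumen) marks blocked Vif-driven A3G degradation.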
LDHA inh: inhibitors of human lactate dehydrogenase A. P00338. purified LDHA, NADH/diaphorase-resazurin fluorescence; active compounds read low. activity change, % (values are at about 110 or 230 µM). actives 0.15% (n = 480,000); in the data active means activity change below about -30%; inconclusive means mostly about -25% to -30%;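 further: plate controls were DMSO wells for no effect and wells without enzyme for full effect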
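Remaining NADH was detected by diaphorase (0.133 mg/mL) converting 37 µM resazurin to fluorescent resorufin, read at 0 and 20 minutes. The preceding 5-minute room-temperature reaction used 2 nM LDHA, 0.2 mM sodium pyruvate and 0.06 mM NADH at pH 7.4.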
RXFP1 agonist: agonists of human relaxin receptor RXFP1; actives 0.3% (n = 370,000); HEK293T-RXFP1 cAMP TR-FRET, 30 min; response scale: percent of porcine relaxin response, buffer zero; Potency, µM (titrated, usually from 57.5 µM), for inactives: at the highest dose activation, most hits filed as activators; AID 2676; further: potency means the concentration at half of the fitted maximal effect; on the % scale 0 is the no-effect control and ±100 the full control effect; nearly all actives have a fitted effect of over 60% in size; many of its hits are not listed in these tables
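cAMP rise read by TR-FRET after 30 min, 37C compound exposure (up to 58 uM) in RXFP1-transfected HEK293 cells with Ro 20174 present. EC50 from Hill-equation fits, with 29 nM porcine relaxin as 100% and buffer as basal.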
mIDH1 inhibitor: blocks human mutant IDH1 R132H enzyme | Potency, µM (series often up to 76.6 µM), inactives show at the highest dose activity change, negative = inhibition, actives largely listed as inhibitors | O75874 | IDH1-R132H enzyme, NADPH consumption, diaphorase/resazurin fluorescence | actives 0.093% (n = 390,000) | AID 602179; further: potency means the concentration at half of the fitted maximal effect; on the % scale 0 is the no-effect control and ±100 the full control effect; nearly all actives have a fitted effect of over 65% in size
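IDH1-R132H (0.5 ug/mL dispensed) in pH 7.5 Tris buffer was preincubated 30 min with compound, then given a substrate mix of 0.016 mM NADPH and 2 mM alpha-KG for 80 min at room temperature; remaining NADPH was read by diaphorase/resazurin fluorescence.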
Numbers without * were called inactive; ? = inconclusive; . = not tested or not shown; [ ] = remark or other dose. Unless noted, the call rests on the fitted dose curve; in most records, active means well fitted curve in the direction sought with a large enough effect; inconclusive means small, poorly fitted or top-dose-only effect, or another doubt; inactive means no such curve, though single readings can be large; an effect the other way counts as inactive or inconclusive.

cpd | SMILES | USP1 inh | TrxR1 substrate | GRP78 ERSR act | PI4K2A inh | Vif-APOBEC3F blk | Vif-APOBEC3G blk | LDHA inh | RXFP1 agonist | mIDH1 inhibitor
1 | COC(=O)CCC/C=C1/SCC(NC(=O)c2ccccc2)C1O (centres undefined) | -7% | -19% | -4% | -5 | 6% | -3% | -1 | 0.5% | -2%
2 | CC(C)C(=O)N1CCN(c2ccccc2NC(=O)c2ccco2)CC1 | -8% | 5%[57.1 µM] | -1% | 413 | 13% | -2% | -7 | 0.0% | 3%
3 | O=C(CCS(=O)(=O)c1ccccc1)N(CCCN1CCOCC1)c1nc2ccccc2s1 | -14% | -1% | -9% | -4 | -17% | -28% | -5 | 2.0% | 3%
4 | CN(C)c1ccc(/C=N\Nc2ccc([N+](=O)[O-])cc2[N+](=O)[O-])cc1Br | . | -4% | -4% | . | . | 2% | -3 | . | .
5 | COc1ccc(C2Oc3nc(SC)nnc3-c3ccccc3N2C(C)=O)cc1 (centres undefined) | 14% | -2% | -3% | -3 | -3% | -1% | 4 | -0.3% | -5%
6 | O=C(O)C1CCN(C(=O)COc2ccc3c(c2)oc(=O)c2ccccc23)CC1 | 1% | 288%[activator] | 0% | 46 | -1% | -3% | -3 | 6.6% | -5%
7 | COC(=O)C1=C(C)N(CCc2ccccc2)C(=O)/C1=C\c1ccco1 | -12% | -7% | 2% | -4 | -3% | 1% | 0 | 0.0% | 5%
8 | CCCN1C(=O)c2ccc(C(=O)Nc3cc(C)ccc3O)cc2C1=O | -14% | 4%[57.1 µM] | -6% | -56* | 9% | 1% | -10 | 0.3% | -3%
9 | CC1=C(C(=O)NCc2ccc(Cl)cc2)C2(CCCCCC2)OC1=O | ? | -8% | -1% | -3 | -6% | 3% | -4 | -0.8% | 17%
10 | Fc1ccccc1-c1nc2c(s1)CCc1onc(-c3ccc(Br)cc3)c1-2 | -28% | -2% | 1% | 0 | 7% | -5% | -2 | . | -3%[38.3 µM]
11 | CCc1ccccc1N(CC(=O)N/N=C/c1ccc(OC(=O)OC)c(OC)c1)S(C)(=O)=O | -7% | 7%[57.1 µM] | -6% | 3 | 0% | -6% | -3 | -0.2% | 0%
12 | COc1cc(C=NNc2nc3c([nH]2)c(=O)n(C)c(=O)n3C)ccc1O | -7% | -8%[2.29 µM] | -6% | -4 | 0% | 0% | 2 | . | -14%
13 | CN(C)S(=O)(=O)c1ccc(C(=O)NNC(=O)C23CC4CC(CC(C4)C2)C3)cc1 | -14% | 4% | -3% | 3 | -5% | 0% | -4 | . | 3%
14 | O=[N+]([O-])c1cccc(-c2cc3ccccc3[nH]2)c1 | -6% | -3% | 6% | 0 | -7% | -1% | -4 | 0.4% | 5%
15 | N#Cc1ccccc1OCC(=O)NCC1(N2CCCCC2)CCCCC1 | -15% | -3% | -3% | 0 | -4% | 1% | -3 | 1.9% | -12%
16 | Cc1cc2nnc(SCC(=O)Nc3cc(S(=O)(=O)N4CCOCC4)ccc3Cl)n2c2ccccc12 | -12% | 4%[57.1 µM] | -6% | -6 | -18% | 0% | -1 | 5.4% | -3%
17 | COC(=O)C(C)Sc1nc2c(c(=O)[nH]c(=O)n2C)n1CCCc1ccccc1 (centres undefined) | -26% | -7% | 0% | 0 | . | -3% | -13 | 13% | 0%
18 | COc1ccccc1N1CCN(C(=O)CSc2nnc(-c3ccoc3C)o2)CC1 | -5% | 2% | -2% | 0 | 0% | 1% | -2 | -0.3% | 0%
19 | COCc1c(C(=O)N/N=C/c2ccc(C)o2)nnn1-c1nonc1N | -9% | -12% | -4% | 0 | 4% | 0% | 0 | 4.3% | 12%
20 | COc1ccc(NS(=O)(=O)c2ccc3oc(=O)ccc3c2)cc1 | -7% | 7% | -2% | 0 | 0% | 7% | 1 | 1.0% | 2%
21 | CC(=O)c1nnn(-c2nc(C#N)nc(N3CCOCC3)n2)c1C | . | -6%[0.0914 µM] | -2% | . | . | 2% | 4 | . | .
22 | COc1ccc(Cl)cc1-c1nc(SCC(N)=O)n[nH]1 | -30% | 3% | -4% | 6 | -5% | -4% | -7 | 0.8% | -11%
23 | CCn1ncc(Br)c1C(=O)N(C)C12CC3CC(CC(C3)C1)C2 | -23% | -8% | 3% | 5 | 4% | -3% | 1 | 0.3% | 5%
24 | CN1CCN(CC(=O)Nc2c(C(=O)c3ccccc3)oc3ccccc23)CC1 | -10% | -6% | -2% | 0 | -14% | -1% | -9 | 1.6% | -4%
25 | CN(C(=O)Cc1c(C(=O)O)n(C)c2ccccc12)c1ccc(F)cc1 | -18% | 11%[57.1 µM] | 0% | -8 | -7% | 2% | -8 | -2.4% | 14%
26 | CN(C)S(=O)(=O)c1cccc(C(=O)OCC(=O)NC2CCCc3ccccc32)c1 (centres undefined) | -15% | 8%[57.1 µM] | -4% | -4 | -3% | 0% | -7 | 1.8% | 6%
27 | CC[N+]1=C(C)C(C)(C)c2cc(C)ccc21 | ? | 2% | -6% | -5 | ? | ? | -2 | 3.1% | -1%
28 | Cc1onc(-c2ccccc2)c1C(=O)Nc1ccc(Cl)c(S(=O)(=O)N2CCOCC2)c1 | -10% | -13% | -7% | -7 | -2% | -15% | -5 | 2.1% | -2%
29 | Cc1cccc(-c2nc(C)c(CCNC(=O)C(=O)Nc3ccc(C)c(C)c3)s2)c1 | -22% | -1%[57.1 µM] | -1% | -4 | -2% | 0% | -12 | 2.2% | -4%
30 | Cc1ccc(Cl)cc1N1CCN(C(=O)c2cn(CC(C)C)c(=O)c3c2c2ccccc2n3C)CC1 | -29% | 31% | -5% | 5 | -9% | -1% | 1 | 5.6% | 11%
31 | COc1cc(NC(=O)Cn2nnc(-c3ccc(C(F)(F)F)cc3)n2)c(C(=O)O)cc1OC | ? | -4%[57.1 µM] | 2% | -3 | 4% | -4% | 3 | -0.5% | -4%
32 | Cc1ccc(CNC(=O)c2cc(-c3ccccc3C)n(CC3CC(c4cccc([N+](=O)[O-])c4)=NO3)n2)cc1 (centres undefined) | -19% | 5% | -4% | -3 | -1% | 0% | -5 | -1.4% | -4%
33 | CCN(CC(=O)NC1CCS(=O)(=O)C1)S(=O)(=O)c1ccc(C)c(C)c1 (centres undefined) | -3% | 2% | -2% | 1 | -9% | -1% | -7 | -0.5% | 9%
34 | O=C(CN1C(=O)NC2(CCCC2)C1=O)N1CCCSC1=Nc1ccccc1 | -16% | 1% | -3% | -1 | 4% | 2% | -4 | -0.3% | 5%
35 | CCC1(c2ccc(F)cc2)NC(=O)N(CC(=O)c2ccc[nH]2)C1=O (centres undefined) | -18% | -24%[11.4 µM] | -7% | -10 | 6% | 6% | 1 | -0.5% | 1%
36 | CN1OC[C@@H]2CN(C(=O)CCc3ccccc3)[C@H](c3ccccc3Br)C[C@@H]21 | . | . | -4% | 3 | . | -3% | -13 | . | .
37 | NC(=O)C1CCCN(S(=O)(=O)c2ccc(Br)cc2)C1 (centres undefined) | -18% | 11% | 0% | 8 | -15% | 3% | 0 | -0.4% | 2%
38 | Cc1ccc(N2C(=O)CC(Sc3nc(-c4ccccc4)c4cc(Cl)ccc4n3)C2=O)c(C)c1 (centres undefined) | -2% | 40%[activator] | -1% | 5 | -2% | 1% | -2 | 0.4% | 11%
39 | Cc1ccc(NC(=O)CN(C)S(=O)(=O)c2ccc(Cl)s2)c(O)c1 | -10% | -3% | 2% | -3 | 2% | 5% | 1 | -0.5% | 0%
40 | CCc1ccc(NC(=O)CSc2nc(=O)n(Cc3ccccn3)c3c2CCC3)cc1 | -22% | 3%[57.1 µM] | -1% | 0 | 8% | 0% | -2 | 0.6% | 5%
41 | CCCCOc1ccc(C(=O)N/C(=C\c2ccc(Br)cc2)C(=O)NC2CCCCC2)cc1 | -12% | 3% | . | -2 | . | . | -11 | 1.9% | .
42 | COc1ccc(NC(=O)CN2C(=O)C(C)SC(C)C2=O)c(OC)c1 (centres undefined) | -8% | 2% | 0% | 2 | -9% | 6% | -10 | -0.3% | 14%
43 | CCOC(=O)C1=CN(Cc2cccc(F)c2)S(=O)(=O)N(CC)C1c1ccc(Br)cc1F (centres undefined) | -11% | -3% | -3% | 5 | 0% | 4% | -2 | . | 9%[38.3 µM]
44 | Cc1cc(C(=O)COc2ccc(C#N)cc2)c(C)n1-c1ccc2c(c1)OCO2 | -19% | -5% | -3% | 2 | -4% | -2% | 4 | 1.0% | 12%
45 | CC(=O)c1ccc(Nc2nc(C(C)N)cs2)cc1 (centres undefined) | . | . | 0% | 3 | . | 2% | -9 | . | .
46 | c1ccc(OCCNc2nc(NCC3CC3)nc3ccsc23)cc1 | . | . | 2% | -4 | . | -2% | 4 | . | .
47 | Cn1c(CNC(=O)c2ccco2)nnc1SCC(=O)Nc1ccc(Br)cc1F | -11% | -10% | -5% | 0 | -11% | 0% | -10 | 0.4% | 3%
48 | CC(=O)N1CCN(Cc2nc3cc(NC(=O)COc4ccccc4)ccc3n2C)CC1 | -11% | 2%[57.1 µM] | 8% | -2 | -7% | 1% | 2 | -1.1% | 13%
49 | CC(=O)Nc1ccc(S(=O)(=O)Nc2ccc(Cl)cn2)cc1 | -20% | 8%[57.1 µM] | -8% | 1 | -2% | 1% | -3 | -3.4% | 5%
50 | O=C(NCc1nnnn1-c1ccc(F)c(F)c1)c1ccc(S(=O)(=O)N2CCOCC2)cc1 | -7% | -3% | -5% | -1 | -6% | 0% | -1 | -0.1% | 1%

Source: PubChem BioAssay

Only part of the results is shown; rates above refer to the full screens.
